GPR55 antagonists = GPR55 antagonists blocking LPI-driven arrestin recruitment, primary screen, imaging, U2OS, beta-arrestin-GFP, LPI agonist (AID 2013); U2OS GPR55 beta-arrestin-GFP translocation imaging, LPI antagonism; higher % means a stronger effect; one-dose inhibition, % at 10 µM; IC50 in µM for titrated hits; 290,000 tested, 0.13% active;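 active = spots per cell inhibited over 60%, with over 100 cells counted and total cytoplasm intensity under 500,000; inconclusive = wells with under 100 cells, flagged as likely toxic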;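 note: U2OS cells stably carrying GPR55 and arrestin-GFP stimulated by 5 µM LPI near EC80; imaged beta-arrestin-GFP aggregate spots per cell after agonist stimulation; plate controls were LPI-stimulated DMSO wells for no effect and DMSO wells without LPI for full effect; some results filed as inactive read as strong as hits; confirmed hits need IC50 under 10 µM and bright autofluorescent wells are also inconclusive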
Rac1 GTP hydrolysis = MgcRacGAP GTPase-activating activity inhibitors, confirmation, biochemical, ADP Hunter fluorescence; MgcRacGAP-stimulated Rac1 GTP hydrolysis, ADP Hunter fluorescence; higher % means a stronger effect; GST-tagged Rac1 F28L mutant substrate; inhibition, % at 30 µM, or IC50 in µM where a hit was titrated; 340,000 tested, 0.6% active; AID 624330;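 active = first-screen hits whose inhibition reached a set limit at any dose in the follow-up dose series; inconclusive = inhibition above the set first-screen limit but never retested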;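 note: fluorescence reports GDP produced by GAP-driven GTP hydrolysis; strong numbers were not always called active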
LYP phosphatase = inhibitors of LYP phosphatase, biochemical, fluorescence intensity, uHTS (AID 1779) | 290,000 tested, 0.054% active | inhibition, % at 11.5 µM, or IC50 in µM where a hit was titrated | recombinant LYP phosphatase, fluorescence intensity; higher % means a stronger effect; in the data active = inhibition above about 50%;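 note: plate controls were vehicle with enzyme for no effect and no enzyme for full effect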
Siah-1 displacement = blockers of Siah-1 interaction with plectin peptide – biochemical, fluorescence polarization, rhodamine-plectin, uHTS, primary screen (AID 1817). Siah-1 / rhodamine-plectin peptide fluorescence polarization; higher % means a stronger effect. displacement, % at 20 µM; hits with a dose series show IC50 in µM. 290,000 tested, 0.02% active;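 active = displacement of at least 50% at 20 µM, with a fluorescence ratio check between 0.3 and a set limit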;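 note: plate controls were Siah plus tracer with DMSO for no effect and tracer alone without Siah for full effect; strong numbers were not always called active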
GPR35 arrestin U2OS = GPR35 antagonists blocking zaprinast-driven arrestin recruitment, primary screen, imaging, U2OS, beta-arrestin-GFP, zaprinast agonist (AID 2058). one-dose inhibition, % at 10 µM; IC50 in µM for titrated hits. 290,000 tested, 0.052% active. U2OS GPR35 beta-arrestin-GFP translocation imaging, zaprinast antagonism; higher % means a stronger effect;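 active = inhibition of at least 50% with at least 30 cells and total cytoplasm GFP at most 10,000,000; inconclusive = under 30 cells or total GFP of 10,000,000 plus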
HIV fusion peptide = inhibitors of HIV fusion peptide binding, primary screen, biochemical, uHTS, fluorescence dequenching (AID 1986) | cell-free peptide binding, fluorescence dequenching, 30 min; higher % means a stronger effect | 290,000 tested, 0.3% active | inhibition, % at 20 µM; hits with a dose series show IC50 in µM; in the data active = inhibition mostly above about 52%, no sharp cut-off; inactive = mostly below about 76%; note: some results filed as inactive read as strong as hits
PhoP inhibition = PhoP-dependent GFP reporter repression – Salmonella Typhimurium, primary screen (AID 1863) | S. Typhimurium PhoP-regulated promoter GFP reporter, 4 h; higher % means a stronger effect | inhibition, % at 50 µM; hits with a dose series show IC50 in µM | 300,000 tested, 0.16% active;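 active = inhibition over 29.93%, a cutoff 3 SD above the screen mean, later confirmed by dose response; inconclusive = inhibition over 29.93% but no dose response follow-up; inactive = inhibition at most 29.93% or unconfirmed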;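 note: 0% = low Mg2+ inducing control and 100% = high Mg2+ repressing control; strong numbers were not always called active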
Myeloid diff 2 = compounds promoting myeloid differentiation; ER-HoxA9 myeloid progenitors, lysozyme-GFP differentiation, flow cytometry; calls only at 10 µM; 360,000 tested, 1% active;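 active = normalized GFP-positive differentiation at or above the plate's own cutoff, the solvent-only control mean plus 3 SD; inconclusive = no clear call, values can overlap the other calls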;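 note: cells exposed to compound for four days before flow analysis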
NTR1 ag = NTR1-driven beta-arrestin-GFP spot formation – imaging, U2OS cells, high content, primary screen (AID 493036); 330,000 tested, 0.17% active; P30989; activation, % at 20 µM; agonist mode;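 active = activation at or above 40% of the spot to cytoplasm intensity ratio, with at least 20 cells analyzed; inconclusive = wells under 20 cells, flagged as cytotoxic or low count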;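 note: 0% = DMSO without peptide and 100% = 100 nM NTR1 peptide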
Target sequence (P30989 whole entry, looked up): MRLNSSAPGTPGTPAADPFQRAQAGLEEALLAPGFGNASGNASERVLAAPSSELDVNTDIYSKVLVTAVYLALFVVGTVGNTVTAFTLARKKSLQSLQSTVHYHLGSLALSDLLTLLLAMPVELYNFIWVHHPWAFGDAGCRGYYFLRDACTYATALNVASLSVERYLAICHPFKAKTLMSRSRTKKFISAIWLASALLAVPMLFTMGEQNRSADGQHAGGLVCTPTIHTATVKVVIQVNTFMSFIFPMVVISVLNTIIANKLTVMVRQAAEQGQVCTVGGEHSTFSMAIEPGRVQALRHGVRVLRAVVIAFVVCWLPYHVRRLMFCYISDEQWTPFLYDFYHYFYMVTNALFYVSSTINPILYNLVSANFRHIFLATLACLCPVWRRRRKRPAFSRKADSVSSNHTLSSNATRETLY
NTR1 ag cell count 20 µM = also measured in NTR1 ag; calls as there; cell count; measured here: cell count, cytotoxicity flag
Myeloid diff 2 GFP+ MAC1+ % = also measured in Myeloid diff 2; calls as there; GFP+ MAC1+ double positive, %; measured here: differentiation confirmed by MAC1 staining
The depositor's hits bear a star; i = inactive; ? = inconclusive; · = no result given; & = joins results of further samples.

SMILES	GPR55 antagonists	Rac1 GTP hydrolysis	LYP phosphatase	Siah-1 displacement	GPR35 arrestin U2OS	HIV fusion peptide	PhoP inhibition	Myeloid diff 2	Myeloid diff 2 GFP+ MAC1+ %	NTR1 ag	NTR1 ag cell count 20 µM
CCN(C(=O)CSc1nnc2ccccn12)c1c(N)n(Cc2ccccc2)c(=O)[nH]c1=O	4%	0%	-3%	2%	-4%	-2.4%	-15%	i	0.5	-0.2	66
CCc1ccc(-c2csc(NC(=O)C3CC(=O)N(c4ccc5c(c4)OCCO5)C3)n2)cc1 (configuration not stated)	10%	5%	7%	9%	-8%	2.6%	8%	i	1.3	9.6	68
COc1ccc(C(=O)NC2CCSc3ccccc32)cc1S(=O)(=O)N1CCOCC1 (configuration not stated)	·	4%	·	·	·	·	0%	i	0.6	-0.6	58
COC(=O)/C(C#N)=C1/C=Cc2ccccc2N1C	2%	-11%	-4%	8%	-7%	4.0%	-6%	i	0.4	-0.1	74
Cc1ccc(C)c(OCCN2C(=O)NC3(CCc4ccccc4C3)C2=O)c1 (configuration not stated)	8%	-12%	13%	2%	1%	-0.2%	16%	i	0.8	9.7	64
CCOc1ccccc1/C=N/NC(=O)CSc1n[nH]c(=O)[nH]c1=O	5%	4%	-6%	4%	-3%	-0.9%	7%	i	0.3	-0.2	86
CCSc1nnc(NS(=O)(=O)c2ccc(C)cc2)s1	8%	8%	0%	-2%	2%	4.2%	-18%	i	0.9	-0.7	59
CCOC(=O)CN1C(=O)SC(Nc2ccc(C)cc2)C1=O (configuration not stated)	7%	-4%	1%	2%	1%	-1.5%	-10%	i	0.3	3.1	23
S=c1[nH]nc(-c2ccc(Br)cc2)n1Cc1ccco1	3%	12%	-2%	4%	3%	5.2%	-2%	i	1.9	-0.5	51
CCc1cc(=O)oc2cc(C)cc(OC(C)C(=O)NCC(O)c3ccccc3)c12 (configuration not stated)	11%	10%	-11%	11%	-4%	-0.1%	2%	?	·	-0.1	63

Results in GPR35 arrestin U2OS, Rac1 GTP hydrolysis and HIV fusion peptide, for three of the compounds above:
SMILES	GPR35 arrestin U2OS	Rac1 GTP hydrolysis	HIV fusion peptide
CCOC(=O)CN1C(=O)SC(Nc2ccc(C)cc2)C1=O (configuration not stated)	1%	-4%	-1.5%
S=c1[nH]nc(-c2ccc(Br)cc2)n1Cc1ccco1	3%	12%	5.2%
CCc1cc(=O)oc2cc(C)cc(OC(C)C(=O)NCC(O)c3ccccc3)c12 (configuration not stated)	-4%	10%	-0.1%

Next section.
SMILES	GPR55 antagonists	Rac1 GTP hydrolysis	LYP phosphatase	Siah-1 displacement	GPR35 arrestin U2OS	HIV fusion peptide	PhoP inhibition	Myeloid diff 2	Myeloid diff 2 GFP+ MAC1+ %	NTR1 ag	NTR1 ag cell count 20 µM
Cc1ccc(NC(=O)C2CCN(c3cnccn3)CC2)cc1C	-10%	1%	-7%	-3%	-2%	0.5%	-12%	i	0.1	-1.3	48
Cc1ccc(S(=O)(=O)N2CCOCC2)cc1NC(=O)COc1ccc2c(C)cc(=O)oc2c1	16%	7%	-9%	3%	-1%	1.1%	-3%	i	1.2	-0.2	67
C=CCOC(=O)C1=C(C)NC(SCC)=C(C#N)C1c1ccc(Cl)cc1 (configuration not stated)	9%	8%	-6%	2%	-6%	0.5%	0%	?	·	21	42
CCCCNC(=O)c1cc(-c2ccc(OC)c(OC)c2)on1	-8%	1%	-5%	0%	-8%	-1.8%	3%	i	2.3	0.5	86
COc1cccc(CNC(=O)c2ccc(C(=O)NCc3cccc(OC)c3)cc2)c1	-10%	5%	-7%	-1%	-24%	-0.9%	-5%	i	3.4	4.3	54
CC(NC(=O)CCC(=O)c1ccc(F)cc1)C1CC2CCC1C2 (configuration not stated)	18%	-1%	-5%	-2%	-7%	1.3%	-4%	?	·	1.7	68
Cc1cc(C(=O)Nc2ccc(N3CCOCC3)c3nonc23)ccc1[N+](=O)[O-]	16%	8%	-9%	11%	-6%	-1.9%	1%	i	3.8	-0.5	44
Cc1c(C(=O)O)oc2ccc(S(=O)(=O)NCc3ccc(F)cc3)cc12	6%	-3%	3%	-2%	5%	2.1%	-1%	i	1.1	-1.4	80
CCSc1cnn(-c2ccccc2)c(=O)c1SCC	10%	6%	-6%	0%	12%	0.2%	-7%	i	7.0	-0.1	54
CC1CCC(C(C)C)C(OC(=O)CSc2n[nH]c(=O)[nH]c2=O)C1 (configuration not stated)	5%	2%	-5%	-3%	9%	-1.5%	-1%	i	7.9	-0.4	51
COc1ccc(-c2nc(CS(=O)CC(=O)NCCCN3CC(C)CC(C)C3)c(C)o2)cc1OC (configuration not stated)	-13%	8%	-16%	-1%	7%	1.1%	-1%	i	0.4	-2.6	100
CCC1=C(OC(=O)N(CC)CC)N2C(=O)OC(=NCC3CC3)[C@]2(C)[C@H]2C1=CC[C@H]1C(=O)N(CC)C(=O)[C@H]12	5%	11%	4%	-3%	-14%	1.1%	-3%	i	1.3	0.9	90
COCCNC(=O)C1(S(=O)(=O)c2ccccc2)CC=CC1	-1%	5%	-6%	-6%	0%	1.5%	3%	i	1.1	-4.0	73
O=C(NCc1ccco1)C1CCN(C(=O)c2cc3sccc3n2Cc2ccc(F)cc2)CC1	6%	3%	-5%	-5%	4%	-0.1%	9%	i	6.4	0.7	51
CCCc1cc2c(=O)c(-c3ccc4c(c3)OCCO4)coc2cc1OS(C)(=O)=O	18%	1%	-3%	0%	8%	-0.7%	-8%	i	0.5	8.1	45
COCCN(CCOC)c1nc(-c2ccc(C)cc2)nc2ccccc12	-5%	8%	-7%	-1%	-7%	1.8%	1%	i	1.0	14	65
CS(=O)(=O)N(Cc1cc2ccccc2[nH]c1=O)C1CCCCC1	-2%	4%	-4%	-1%	12%	0.3%	-3%	i	1.6	2.0	89
CCC(=O)N1c2ccc(S(=O)(=O)N3CCN(c4ccc([N+](=O)[O-])cc4)CC3)cc2CC1C (configuration not stated)	11%	7%	-8%	11%	10%	1.1%	0%	i	0.4	1.7	61
NS(=O)(=O)c1cccc2cccnc12	-6%	9%	-8%	-4%	-2%	-3.5%	-5%&9%	i	1.6	0.9	48
O=c1oc(-c2cccnc2)nc2ccccc12	-4%	1%	-8%	9%	7%	-2.5%	4%	i	1.4	3.0	56
CCC1C(=O)N(C)CCc2ccccc21 (configuration not stated)	-7%	-7%	-4%	-5%	-13%	0.2%	-4%	i	2.4	1.5	55
COC(=O)c1ccc(N=Cc2c(-c3ccccc3)[nH][nH]c2=O)cc1	-2%	8%	-4%	2%	15%	-2.4%	-2%	i	0.1	3.8	72
CC(C)=CC(=O)Nc1ccc(S(=O)(=O)Nc2ccccn2)cc1	7%	8%	1%	1%	0%	1.1%	0%	i	0.3	-1.3	37
CCCCCOc1ccc(/C=C/c2c([N+](=O)[O-])c(=O)n(C)c(=O)n2C)cc1	4%	-1%	-9%	-1%	15%	0.3%	7%	i	0.5	20	76
Cc1ccc(N2CC(C(=O)Nc3ccc(C)c(S(=O)(=O)N(C)C)c3)CC2=O)cc1 (configuration not stated)	9%	6%	-4%	-2%	6%	-0.9%	3%	i	0.6	0.6	42
O=C(CNC1CCCCCC1)c1cccs1	8%	-8%	-5%	-1%	5%	1.0%	-2%	i	0.5	0.5	59
COC(CNC(=O)c1c[nH]c2ccc(S(=O)(=O)N(C)c3ccc(F)cc3)cc2c1=O)OC	8%	12%	-1%	-1%	-5%	-1.4%	-2%	i	0.6	1.5	82
CCOc1ccccc1NC(=O)NC1CC2CCCC(C1)N2Cc1nnnn1CCc1ccccc1 (configuration not stated)	4%	6%	3%	2%	10%	-1.1%	-9%	i	0.8	-1.4	65
COc1ccc(C2Nc3ccccc3C(=O)N2NS(=O)(=O)c2ccccc2)c(OC)c1 (configuration not stated)	-13%	7%	-6%	-1%	-4%	0.2%	3%	i	0.5	-0.4	51
COc1cc2c(cc1OC)C(C)N(C(=O)c1ccc(C)o1)CC2 (configuration not stated)	-14%	10%	-7%	2%	-9%	1.6%	-3%	i	0.6	-0.2	101
CN1C(=O)OC(C)(CCc2ccccc2)C1(C)O (configuration not stated)	-17%	6%	-6%	-6%	0%	0.7%	5%	i	0.2	2.0	67
COc1ccc(C2/C=C\CN(C(=O)C3CC3)[C@H](Cc3ccccc3)C(=O)N2Cc2ccc(F)cc2)cc1 (some centres not stated)	16%	-5%	4%	10%	1%	1.3%	0%	i	2.9	4.1	52
Cc1cc(N2CCOCC2)n2ncc(-c3ccccc3)c2n1	5%	10%	-7%	0%	-2%	-1.4%	5%	i	0.8	3.7	85
O=C1NCC(COc2cccc3ccccc23)O1 (configuration not stated)	14%	-1%	2%	3%	-5%	0.6%	4%	i	0.2	0.3	22
COc1ccccc1N(CC(=O)NC1CCCCC1)C(=O)CCC(=O)Nc1ccccn1	16%	7%	-7%	4%	10%	0.9%	-3%	i	0.6	0.3	54
CCN1CCN(C(=S)c2ccc(OC)cc2)CC1	4%	14%	-6%	1%	-9%	-1.3%	-6%	i	0.8	-0.5	58
COc1ccc(OC)c(NC(=O)c2c(NC(=O)c3ccco3)sc3c2CCC3)c1	-7%	·	1%	-9%	6%	1.4%	2%	·	·	1.7	78
CC1=C(C(=O)OCc2ccccc2)C(c2ccco2)C2=C(CC(C)(C)CC2=O)N1 (configuration not stated)	6%	4%	3%	0%	2%	-1.3%	5%	i	0.9	0.8	68
Cc1ccc(Nc2nnc(SCC(=O)NC(Cc3c[nH]c4ccccc34)C(=O)O)s2)cc1 (configuration not stated)	-8%	3%	5%	2%	-5%	15%	-4%	i	0.5	0.0	48
C/C(=N\Nc1ccc([N+](=O)[O-])cc1)c1ccc(O)cc1	9%	·	5%	4%	-6%	5.6%	-4%	i	0.1	3.0	40
NC(=O)N/N=C/c1ccccc1OC(=O)c1ccccc1Br	-15%	-3%	-9%	2%	3%	-1.3%	5%	i	0.6	3.4	46
COC(=O)c1sccc1Oc1ccc(Cl)cc1N1C(=O)CCC1=O	9%	-12%	-5%	-1%	-10%	0.2%	-10%	i	0.8	1.5	49
CCc1ccc(NC(=O)C(C)OC(=O)CC(NC(C)=O)c2ccccc2)cc1 (configuration not stated)	-3%	9%	-5%	4%	7%	-0.1%	2%	i	0.6	-0.2	42

Bioassay records from PubChem BioAssay.
